# MrgX1 antag = human MrgX1 receptor antagonism, primary screen; actives 1.3% (n = 310,000); Q96LB2; MRGX1-HEK293 calcium flux, Fluo-4, BAM8-22 antagonism; hits give low values; B-score at 10 µM;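 active = calcium-response B-score plate-corrected more than 3 library SD below zero, starting fluorescence within 5 deviations, no agonist response on first addition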;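 also: peak minus trough fluorescence over baseline after final BAM8-22 challenge near maximal dose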
# Target sequence (Q96LB2 whole entry, looked up): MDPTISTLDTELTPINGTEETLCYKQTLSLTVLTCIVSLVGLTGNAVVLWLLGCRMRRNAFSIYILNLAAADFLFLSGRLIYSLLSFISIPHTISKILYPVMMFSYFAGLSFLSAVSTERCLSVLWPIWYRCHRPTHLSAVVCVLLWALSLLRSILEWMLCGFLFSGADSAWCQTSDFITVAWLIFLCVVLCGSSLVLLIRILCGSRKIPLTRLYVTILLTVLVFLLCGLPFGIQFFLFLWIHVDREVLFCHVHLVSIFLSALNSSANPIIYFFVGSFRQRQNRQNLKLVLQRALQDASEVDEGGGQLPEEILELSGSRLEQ
# TRPC6 act = activates the mouse TRPC6 cation channel; Q61143; HEK293-TRPC6 membrane potential dye fluorescence; hits give high values; actives 0.13% (n = 310,000); B-score at 10 µM; AID 2550;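 active = B-score of the integrated fluorescence ratio above library mean plus 3 SD, and starting fluorescence ratio within library mean plus 5 SD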;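 also: higher score means more depolarization so channel activation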
# SKKanGAS inh = SKKanGAS growth inhibition | actives 1.3% (n = 300,000) | inhibition, % at 7.5 µM | AID 1662 | S. pyogenes SKKanGAS, kanamycin growth, BacTiter-Glo, 6 h;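 active = mean replicate score, as percent of positive control median, at least 50; inconclusive = mean below 50 but one replicate at or above 50; inactive = mean and every replicate below 50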;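 also: strain carries kanamycin resistance gene driven by streptokinase promoter and grows in 40 µg/ml kanamycin; loss of luminescence reflects streptokinase promoter inhibition or plain growth inhibition; 0% = median of DMSO wells and 100% = positive control at its reference dose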
# RGS4 inh = inhibitors of human RGS4. AID 463165. actives 0.45% (n = 310,000). B-score at 10 µM. HEK293 M3R/RGS4 inducible, Fluo-4 calcium flux; hits give high values; triggered by carbachol at its EC20. P49798;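 active = B-score, a plate-corrected calcium signal, over three deviations above library mean, with baseline fluorescence within five deviations of library mean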;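 also: RGS4 expression induced by doxycycline in cells with stable M3 receptor; B-score is computed from the integrated fluorescence ratio over baseline after carbachol; higher B-score means a larger calcium signal and so more RGS4 inhibition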
# Target sequence (P49798 whole entry, looked up): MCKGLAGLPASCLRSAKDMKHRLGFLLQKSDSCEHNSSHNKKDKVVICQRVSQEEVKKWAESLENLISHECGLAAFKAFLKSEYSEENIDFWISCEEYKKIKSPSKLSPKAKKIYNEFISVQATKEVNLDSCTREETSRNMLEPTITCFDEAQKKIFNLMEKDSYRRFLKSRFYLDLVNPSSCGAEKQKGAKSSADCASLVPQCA
# TRPC6 inh = blocks the mouse TRPC6 cation channel; AID 2553; Q61143; B-score at 10 µM; HEK293-TRPC6, membrane potential dye, ACh-evoked depolarization; hits give low values; actives 1.1% (n = 310,000);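 active = B-score under library mean minus 3 SD, initial fluorescence not abnormally high, positive integrated signal ratio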;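 also: B-score derived from integrated fluorescence ratio over the kinetic read; more negative B-score means stronger inhibition of depolarization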
# ANO1 activ = mouse TMEM16A channel activation, primary screen. HEK293 TMEM16A/YFP-H148Q/I152L, iodide quench fluorescence; hits give low values. B-score at 10 µM. actives 0.3% (n = 340,000);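 active = fluorescence-ratio B-score plate-corrected deviation score at least 3 library SD below zero, with starting fluorescence score within 5 deviations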;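 also: channel opened by trigger with iodide after compound preincubation; score built on the fluorescence ratio of max minus min over baseline; more negative score means more quench and so TMEM16A activation or potentiation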
# MrgX1 ag = activates human MrgX1 receptor signaling; MrgX1-HEK293 cells, Fluo-4 calcium fluorescence, agonist mode; hits give high values; B-score at 10 µM; actives 0.44% (n = 310,000);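 active = calcium response B-score plate-corrected fluorescence ratio at least 3 library SD, with starting fluorescence B-score inside 5 SD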
#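 System: HEK293 cells stably expressing human MrgX1 receptor; Dosing: test compound in the initial addition of three; Schedule: overnight plating, then 30 min 37 °C plus 30 min room-temperature dye loading; Detection: kinetic calcium dye fluorescence, Fluo-4 NW; Controls: per-plate positive and negative controls for Z′ factor.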
# MrgX1 PAM = allosterically activates human MrgX1 receptor signaling | Q96LB2 | MrgX1-HEK293, Fluo-4 calcium flux, FDSS; hits give high values | B-score at 10 µM | actives 0.63% (n = 310,000) | AID 588675;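 active = plate-corrected calcium response at least 3 library SD above typical, normal starting fluorescence, not activating the receptor alone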;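 also: compound read alongside a low EC10 to EC30 dose of BAM8-22 agonist; peak minus trough fluorescence over baseline measured at the second addition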
# TMEM16A inh = inhibitors of mouse TMEM16A calcium-activated chloride channel; AID 588511; normalized B-score (activity score, 25-100; higher = stronger inhibition) at 10 µM; Q8BHY3; HEK293 TMEM16A/YFP iodide influx fluorescence, ionomycin; actives 1.2% (n = 310,000);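 active = ratio plate-corrected score three or more library SD toward inhibition, starting fluorescence score within five deviations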;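 also: score derived from kinetic fluorescence span divided by baseline fluorescence per well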
# RGS4 pot = potentiators or activators of RGS4. B-score at 10 µM. HEK293 M3R/inducible RGS4, carbachol calcium flux Fluo4; hits give low values. actives 0.92% (n = 310,000);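 active = B-score of the integrated calcium signal more than 4 SD below the library mean, with starting fluorescence not abnormally high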;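 also: negative B-score means reduced calcium response which marks RGS4 activation or potentiation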
#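 Test system: HEK293 cells with stable M3R and inducible RGS4; also added: carbachol at ECmax as muscarinic agonist stimulus; schedule: dye loading 30 min 37 °C, buffer rest 30 min RT; technique: kinetic calcium fluorescence imaging with Fluo4-AM dye, 2 µM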
# HDAC3 inhib = blocks human histone deacetylase 3; O15379; recombinant HDAC3, fluorogenic peptide/trypsin coupled, fluorescence; inhibition, % at 8.3 µM; actives 0.15% (n = 320,000); AID 2718; in the data active = inhibition above about 26%, passing the limit was not always enough; inconclusive = no clear call, values can overlap the other calls
# Target sequence (O15379 whole entry, looked up): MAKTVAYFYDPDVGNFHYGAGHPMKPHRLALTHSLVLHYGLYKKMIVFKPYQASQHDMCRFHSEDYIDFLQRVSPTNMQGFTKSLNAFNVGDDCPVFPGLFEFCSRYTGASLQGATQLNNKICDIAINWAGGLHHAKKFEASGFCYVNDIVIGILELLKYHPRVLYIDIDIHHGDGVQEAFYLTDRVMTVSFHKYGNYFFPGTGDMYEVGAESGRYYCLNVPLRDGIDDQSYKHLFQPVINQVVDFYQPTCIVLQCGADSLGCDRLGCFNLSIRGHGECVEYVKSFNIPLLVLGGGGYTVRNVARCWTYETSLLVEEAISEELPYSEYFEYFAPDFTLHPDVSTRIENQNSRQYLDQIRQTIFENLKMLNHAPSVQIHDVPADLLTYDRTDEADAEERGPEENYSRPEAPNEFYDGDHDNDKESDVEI
# Numbers without * were called inactive; i = inactive; ? = inconclusive; . = not tested or not shown.
SMILES,MrgX1 antag,TRPC6 act,SKKanGAS inh,RGS4 inh,TRPC6 inh,ANO1 activ,MrgX1 ag,MrgX1 PAM,TMEM16A inh,RGS4 pot,HDAC3 inhib
COc1cc(OC)c(C2=NOC(C(=O)Nc3c(C)nn(CC(=O)N4CCCC4)c3C)C2)cc1Cl (stereo unspecified),i,i,3,i,i,i,i,i,i,i,-1
CNC(=O)Cc1csc2ccc(C)cc12,i,i,0,i,i,i,i,i,i,i,-3
O=C(Cn1c(NCCO)nc2ccccc21)NCCc1ccccc1,i,i,4,i,i,i,i,i,i,i,3
O=[N+]([O-])c1ccc(N2CCN(c3ccccn3)CC2)c(Cl)c1,i,i,12,i,i,i,i,i,i,i,10
Cc1cc(C)n2nc(SCc3cc(=O)oc4cc(C)c(C)cc34)nc2n1,i,i,-3,i,i,.,i,i,i,i,-1
CCC(c1nnc(SCC(=O)Nc2cc(Cl)ccc2C#N)n1C1CCCCC1)N(C)C (stereo unspecified),i,i,8,i,i,i,i,i,i,i,2
CCN(CC)Cc1cc(NC2=NS(=O)(=O)c3ccccc32)ccc1OC(=O)C(C)C,i,i,-1,i,i,i,i,i,i,i,2
CCOC(=O)C1=C(c2ccccc2)NC(=O)NC1c1ccc(O)c(Cl)c1 (stereo unspecified),i,i,-2,i,i,-11*,i,i,i,i,-1
CS(=O)(=O)Nc1ccc(C(=O)NCCc2ccccc2)cc1,i,i,-15,i,i,i,i,i,i,i,-5
CCn1cc(C(=O)NCCCN2CCN(C)CC2)c(=O)c2cc(S(=O)(=O)N3CCc4ccccc4C3)ccc21,i,i,0,i,i,i,i,i,i,i,0
COC(=O)c1cccnc1-n1c(=O)c2cccnc2n(Cc2cccc(C(F)(F)F)c2)c1=O,i,i,1,i,i,i,i,i,i,i,5
Cc1onc(-c2ccccc2Cl)c1C(=O)Nc1ncn[nH]1,i,i,0,i,i,i,i,i,i,i,4
S=C1N(c2ccccc2)C(c2ccccc2)N2CCCN12 (stereo unspecified),i,i,16,i,i,i,i,i,i,i,-1
COC(=O)C1CCN(C(=O)Cc2ccccc2OC)CC1,i,i,-4,i,i,i,i,i,i,i,3
COCC(=O)n1nc(-c2ccc(Cl)cc2)nc1NCc1ccc(F)cc1,-4.9*,i,-18,i,i,i,i,i,i,i,8
Cn1c(SCC(=O)NCc2ccc(F)cc2)nc2c([nH]c3ccccc32)c1=O,i,i,-5,i,i,.,i,i,i,i,-7
Cc1ccc(S(=O)(=O)N(CC(=O)N/N=C/c2ccco2)c2cc(Cl)cc(Cl)c2)cc1,i,i,13,i,i,i,i,i,i,i,13
CSCCC(NC(N)=O)C(=O)NCC1CCCCC1 (stereo unspecified),i,i,-4,i,i,i,i,i,i,i,-3
O=C(Nc1ccc([N+](=O)[O-])cc1)/C(=C/c1cccc([N+](=O)[O-])c1)NC(=O)C1CCCCC1,i,i,25,i,i,i,i,i,i,i,-2
CCOC(=O)CCNC(=O)CCc1nnc(CCCc2ccccc2)o1,i,i,-7,i,i,i,i,i,i,i,-5
CC(=O)NC1(c2ccccc2)CCN(c2cc(C)nc(-c3ccccc3)n2)CC1,i,i,-1,i,i,i,i,i,i,i,1
CCN(CC)S(=O)(=O)c1cc(C(=O)OCC(=O)Nc2cccc(C)c2C)ccc1F,i,i,-2,i,i,i,i,i,i,i,2
O=C1C2CC=CCC2C(=O)N1CNc1ccccc1 (stereo unspecified),i,i,-24,i,i,i,i,i,i,i,7
CCOC(=O)N1CCN(C(=O)Cc2ccccc2OC)CC1,i,i,-2,i,i,i,i,i,i,i,-1
Oc1cccc2c(NC(=S)Nc3ccc(SC(F)F)cc3)cccc12,-5.3*,i,10,i,i,i,i,i,100*,i,-2
CN(NC(=O)c1ccc(Cl)cc1)c1ncc(C(F)(F)F)cc1Cl,i,i,-4,i,i,i,i,i,i,i,1
O=C(CN1CCCCCC1)Nc1ccc(S(=O)(=O)N2CCCCC2)cc1,i,i,3,i,i,i,i,i,i,-8.1*,2
O=C(O)c1ccc(NC(=O)c2ccc(Cl)cc2)c(NC(=O)c2ccc(Cl)cc2)c1,i,i,11,i,i,i,i,i,i,i,-2
CC(=O)N(CCP(=O)(c1ccccc1)c1ccccc1)Cc1ccco1,i,i,.,i,i,i,i,i,i,i,-1
CC(C)=NNc1nc(-c2ccccc2)cs1,i,i,14,i,i,i,i,i,i,i,3
CCC(=O)Nc1c2c(nn1-c1ccc([N+](=O)[O-])cc1)CS(=O)(=O)C2,i,i,-4,i,i,i,i,i,i,i,3
Cc1cccc(NS(=O)(=O)c2cnc[nH]2)c1,i,i,-6,i,i,i,i,i,i,i,.
O=C1c2ccccc2C(=O)N1CCCOCc1c[nH]c(=O)[nH]c1=O,i,i,-4,i,i,i,i,i,i,i,-3
O=C(Nc1cccc(C(=O)NC2CCCC2)c1)c1ccccc1,i,i,-7,i,i,i,i,i,i,i,-6
O=C(Nc1cccc(S(=O)(=O)N2CCCCC2)c1)c1cnccn1,i,i,-16,i,i,i,i,i,i,i,3
C=CCN(c1ccc(C(=O)NCCSc2ccccc2)cc1)S(C)(=O)=O,i,i,-14,i,i,i,i,i,i,i,-8
CC(=O)N1CCN(c2ccccc2NC(=O)COc2ccc(Cl)cc2Cl)CC1,i,i,-3,i,i,i,i,i,i,i,-1
CCOc1ccc(C(C)=O)cc1COc1ccc(-n2cnnn2)cc1,i,.,.,.,.,i,i,i,i,.,2
COc1cc(/C=C/C(=O)OCC(=O)Nc2ccc3c(c2)OCCO3)ccc1OCC#N,i,i,-6,i,i,i,i,i,i,i,-8
CCn1c(=O)c(-c2cc(=O)[nH][nH]2)c(O)c2ccccc21,i,i,9,i,i,i,i,i,i,i,0
C=CCn1c(CC#N)nnc1N1CCOCC1,i,i,-3,i,i,i,i,i,i,i,-6
CCCCn1c(N)c(N(CCC(C)C)C(=O)CC2CCCC2)c(=O)[nH]c1=O,i,i,-13,i,i,i,i,i,i,i,-5
COc1ccc(Cc2nc3ccc(C(=O)NCc4cc(C)no4)cc3o2)cc1,i,i,-3,i,i,i,i,i,i,i,-7
C/C(=N/NC(=O)c1ccncc1)c1cc2ccc(O)cc2oc1=O,i,.,.,.,.,i,i,i,i,.,-57
Cc1onc(-c2ccccc2Cl)c1C(=O)OCC(=O)c1ccc[nH]1,i,i,20,i,i,i,i,i,i,i,10
Cc1cc(OCc2cc(C(=O)N(C)CCCN3CCOCC3)no2)cc(C)c1Cl,i,i,-3,i,i,i,i,i,i,i,5
CC(OC(=O)CN1C(=O)COc2ccccc21)C(=O)NCc1ccc(F)cc1 (stereo unspecified),i,i,-9,i,i,i,i,i,i,i,-1
CN(C)CCCN(Cc1ccccc1)C(=S)Nc1ccc(F)c(Cl)c1,i,i,-1,i,i,i,i,i,i,i,-2
Cc1nn(CC#N)c(=O)n1-c1ccc(F)cc1,i,i,0,i,i,i,i,i,i,i,7
Cc1ccc(S(=O)(=O)N(C)CC(=O)OCC(=O)N2CC(=O)Nc3ccccc32)cc1,i,i,18,i,i,i,i,i,i,i,-6

# (next part)
SMILES,MrgX1 antag,TRPC6 act,SKKanGAS inh,RGS4 inh,TRPC6 inh,ANO1 activ,MrgX1 ag,MrgX1 PAM,TMEM16A inh,RGS4 pot,HDAC3 inhib
O=C(NCc1ccccc1Cl)c1cnc2n(c1=O)CCS2,-4.7*,i,-3,i,i,i,i,i,i,i,1
CN(C)CCn1c(=O)n(Cc2ccco2)c(=O)c2c3c(sc21)CCCCC3,i,i,-1,i,i,i,i,i,i,i,6
CCN(CC(=O)Nc1c(F)cccc1F)C(=O)c1ccc(S(=O)(=O)N2CCCCC2)cc1,i,i,-14,i,i,i,i,i,i,i,-3
CC(=O)Nc1ccc2nc(SCC(=O)O)sc2c1,i,i,-6,i,i,i,i,i,i,i,4
Cc1ccc(NS(=O)(=O)c2ccc3c(c2)NC(=O)CO3)cc1Cl,i,i,-2,i,i,i,i,i,i,i,9
Cc1ccc(N=C2NC(=O)/C(=C/c3cccn3C)S2)cc1C,i,i,15,i,i,i,i,i,i,i,-2
O=C(Nc1nccs1)C1CCCN1/C=C/C(=O)C(F)(F)F (stereo unspecified),i,i,-2,i,i,i,i,i,i,i,-4
O=C(Cn1cc(C(F)(F)F)ccc1=O)Nc1cccc(S(=O)(=O)N2CCOCC2)c1,i,i,-7,i,i,i,i,i,i,i,-1
CNC(=O)c1cc(S(=O)(=O)NCc2ccncc2)ccc1OC,i,i,3,i,i,i,i,i,i,i,?
Cc1cc(CNC(=O)COc2ccc(F)cc2F)c2ccccc2n1,i,i,-5,i,i,i,i,i,i,i,7
N#Cc1cc2c(nc1SCc1ccccc1)CCCCC2,i,i,0,i,i,i,i,i,i,-9.8*,2
Cc1onc(-c2ccccc2)c1C(=O)NCc1ccco1,i,i,-7,i,i,-16*,i,i,i,i,5
O=C(NC1CCCN(CCc2ccccc2)C1)C1CCCC1 (stereo unspecified),i,i,-8,i,i,i,i,i,i,i,-10
COc1ccc(CNC(=O)CN(c2cccc(OC)c2)S(C)(=O)=O)cc1,i,i,-5,i,i,i,i,i,i,i,0
COc1ccc(C2CC(c3ccccc3)=NN2C(=O)COC(=O)CNC(=O)c2ccccc2)cc1 (stereo unspecified),i,i,9,i,i,i,i,i,i,i,4
CCSc1nnc(NC(=O)COc2ccccc2)s1,i,i,-2,i,i,i,i,i,i,i,-14
Cc1ccc(S(=O)(=O)NN2C(=O)/C(=C/c3ccccn3)SC2=S)cc1,i,i,-1,i,i,i,i,i,i,i,3
c1ccc2cc(CN3CCOCC3)ccc2c1,i,i,0,i,i,i,i,i,i,i,-3
O=C1Nc2ccc(F)cc2C12OCCO2,i,i,1,i,i,i,i,i,i,i,?
O=C(Cn1nnc(-c2cc(C(F)(F)F)cc(C(F)(F)F)c2)n1)NNC(=S)Nc1ccc(Cl)cc1,i,i,78*,i,i,i,i,i,i,i,3
NNC(=O)CS(=O)(=O)CS(=O)(=O)CC(=O)NN,i,i,-13,i,i,i,i,i,i,i,4

# From PubChem
